Wnt act: activators of Wnt/beta-catenin signaling; Wnt/beta-catenin reporter cell assay, activator, plate reader; activation, % at 9.35 µM; actives 1.2% (n = 300,000); AID 743398; in the data active = activation above about 30%, passing the limit was not always enough; inconclusive = no clear call, values can overlap the other calls;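 also: 0% = neutral control wells and 100% = positive control wells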
PvdQ acylase: P. aeruginosa PvdQ acylase inhibition | purified PvdQ acylase, fluorescence plate reader | actives 0.063% (n = 340,000) | inhibition, % at 10 µM; in the data active = inhibition above about 30%, passing the limit was not always enough; inconclusive = no clear call, values can overlap the other calls;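 also: 0% = vehicle neutral wells and 100% = reference inhibitor wells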
Rtt109 Vps75: inhibitors of Candida albicans Rtt109/Vps75 histone acetyltransferase; actives 0.16% (n = 330,000); purified Rtt109/Vps75, ThioGlo CoA-SH fluorescence, 4 h; inhibition, % at 34.9 µM; Q5AAJ8;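 active = inhibition of at least 50% in every replicate; inconclusive = best replicate reaches 50% inhibition but some replicates fall short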
Target sequence (Q5AAJ8 whole entry, looked up): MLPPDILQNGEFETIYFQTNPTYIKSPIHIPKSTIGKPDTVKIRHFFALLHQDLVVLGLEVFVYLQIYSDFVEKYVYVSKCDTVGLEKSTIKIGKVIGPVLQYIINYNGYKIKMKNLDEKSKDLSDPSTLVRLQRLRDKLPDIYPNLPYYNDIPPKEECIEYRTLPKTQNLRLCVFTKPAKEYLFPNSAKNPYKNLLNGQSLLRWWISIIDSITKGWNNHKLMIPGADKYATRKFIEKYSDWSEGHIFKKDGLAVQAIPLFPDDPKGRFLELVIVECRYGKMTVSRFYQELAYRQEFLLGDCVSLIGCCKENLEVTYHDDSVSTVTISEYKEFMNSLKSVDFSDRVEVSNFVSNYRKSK
HTR5A ag: HTR5A agonism, opioid heterodimer counter-screen; activation, % at 9.3 µM; actives 0.61% (n = 340,000); HTR5A agonist assay, luminescence, cell-based; P47898; in the data active = activation mostly above about 9.5%, no sharp cut-off; inactive = mostly below about 7.6%;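 also: 0% = cells with vehicle only and 100% = reference agonist; strong numbers were not always called active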
dFosB act: mouse delta FosB homodimer activation | P13346 | purified delta FosB, TAMRA-CDK5 oligo fluorescence polarization; percent of positive-control signal above neutral wells | activation, % at 25 µM | actives 0.99% (n = 340,000) | AID 493131;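 active = mean activation above about 17%, with every replicate also reaching it, limit read from the data, passing the limit was not always enough; inconclusive = only one of the two conditions met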;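 also: fluorescence polarization rise as delta FosB binds a TAMRA Cdk5 AP-1 oligo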
Target sequence (P13346 whole entry, looked up): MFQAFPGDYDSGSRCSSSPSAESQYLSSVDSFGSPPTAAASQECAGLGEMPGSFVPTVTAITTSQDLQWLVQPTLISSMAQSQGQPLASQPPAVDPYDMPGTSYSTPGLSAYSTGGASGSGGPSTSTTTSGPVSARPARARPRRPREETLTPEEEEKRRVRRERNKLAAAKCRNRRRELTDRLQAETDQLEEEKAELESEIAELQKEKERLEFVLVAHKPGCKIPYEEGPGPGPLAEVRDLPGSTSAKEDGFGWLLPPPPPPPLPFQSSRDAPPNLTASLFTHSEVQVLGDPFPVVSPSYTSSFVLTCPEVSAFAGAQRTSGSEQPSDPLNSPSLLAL
SR-BI DiI-HDL act: activators of SR-BI mediated HDL lipid uptake. CHO ldlA[mSR-BI] cells, DiI-HDL uptake fluorescence, 3 h; 100 = double the neutral-control signal. activation, % at 12.5 µM. actives 0.096% (n = 320,000). AID 504775;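 active = mean replicate activation of at least 60% and every replicate at or above 60%; inconclusive = mean or all-replicate condition met, but not both; inactive = mean below 60% and not all replicates reaching 60%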;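 also: 0% = median plate neutral-control signal and 100% = twice that signal; values of inactives mirror those of a sister screen read the other way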
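System: CHO ldlA[mSR-BI] cells / Medium: HEPES-buffered (25 mM, pH 7.4) F12 plus 0.5% BSA / Probe or stimulus: labelled HDL, 10 µg/mL / Doses: single compound concentration, delivered by pin transfer / Schedule: 3 h, 37 °C / Measured by: DiI fluorescence, bottom read / Measure: cell-associated DiI fluorescence as measure of HDL uptake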
CDK5 inh: inhibitors of human CDK5/p35 kinase. Q00535+Q15078. Recombinant CDK5/p35, ADP-Glo luminescence, 60 min. inhibition, % at 10 µM. actives 0.01% (n = 330,000). AID 488839;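 active = highest replicate inhibition of at least 50% and at least 75% of replicates reaching 50%; inconclusive = only one of the two criteria met; inactive = both criteria failed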;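 also: plate controls were DMSO neutral control for no effect and GW8510 at 10 µM for full effect; many of its hits are not listed in these tables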
SR-BI HDL uptake: inhibitors of mouse SR-BI mediated HDL lipid uptake; Q61009; ldlA[mSR-BI] CHO cells, DiI-HDL uptake fluorescence, 3 h; inhibition, % at 12.5 µM; actives 0.96% (n = 320,000); AID 488896;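 active = mean replicate inhibition of at least 70% and a set share of replicates each scoring 70 or more; inconclusive = meets just one of the two criteria; inactive = fails both criteria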;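 also: 0% = median of neutral control wells and 100% = median of positive control wells; values of inactives mirror those of a sister screen read the other way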
RTF Ca sens act: increases calcium sensitivity of human cardiac regulated thin filaments. actives 0.24% (n = 340,000). IANBD-labeled TnC RTF fluorescence at EC20 calcium; 0% EC20 calcium, 100% full calcium. activation, % at 7.2 µM;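 active = activation above the mean over all tested compounds plus 3 SD, cut at about 30% in these data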;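 also: rise in fluorescence read as greater calcium sensitivity of cardiac thin filaments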
MITF act: activators of MITF-driven TRPM1 promoter activity in SK-MEL-5 cells; activation, % at 12.5 µM; SK-MEL-5 TRPM1-promoter luciferase, 24 h; % of positive control, neutral wells = 0; AID 588334; actives 0.75% (n = 300,000);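 active = mean activation of at least 80% with every replicate also reaching 80%; inconclusive = mean reaches 80% but some replicate falls short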;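 also: 0% = neutral control wells and 100% = parthenolide positive control wells; values of inactives mirror those of a sister screen read the other way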
* = called active by the depositor; ? = inconclusive; / = not tested or not shown.

SMILES	Wnt act	PvdQ acylase	Rtt109 Vps75	HTR5A ag	dFosB act	SR-BI DiI-HDL act	CDK5 inh	SR-BI HDL uptake	RTF Ca sens act	MITF act
CNC(=O)c1[nH]cnc1C(=O)N[C@@H](Cc1ccccc1)C(=O)OCc1ccccc1	2	-20	-2	0	-3	22	-0.7	-22	4	-14
COc1ccc(-c2nnn(CC(=O)Nc3sc4c(c3C#N)CCCC4)n2)cc1	-3	11	13	-6	26*	9	-0.7	-9	1	/
CCn1ncc(Br)c1C(=O)Nc1sc2c(c1C(=O)OC)CCC2	/	-15	-12	-3	2	-28	0.6	28	-9	0
CCOc1ccc(CNC(=O)CCS(=O)(=O)Cc2ccc(C)cc2)cc1OC	-2	9	-5	4	-7	8	2.4	-8	3	6
C/C(=N\NC(=O)c1nnn(-c2nonc2N)c1CN(C)c1ccccc1)c1ccc(O)cc1	-2	11	3	-1	7	8	-0.6	-8	3	3
O=C(COc1ccc(S(=O)(=O)Nc2cccc(C(F)(F)F)c2)cc1)N1CCOCC1	-2	6	1	1	-5	-21	-0.3	21	3	6
COc1ccc(/C=N/NC(=O)c2cc(-c3cccnc3)nc3ccccc23)c(OC)c1	0	1	7	-1	-1	-74	2.0	74*	-7	14
Cc1nc2ccccc2n1-c1ccccc1	-5	-11	3	2	2	-8	0.2	8	3	/
Cc1ccc(Cl)cc1NC(=S)N(CCCN1CCOCC1)Cc1ccccn1	/	-1	9	2	-4	-4	-0.5	4	-3	-4
CCc1cccc(C)c1NS(=O)(=O)Cc1ccccc1	1	-10	0	-7	-5	-7	0.2	7	-4	-18
Cc1ccc(S(=O)(=O)NCC(=O)N(CC(=O)NCC2CCCO2)c2ccc(Cl)cc2)cc1 (stereo unspecified)	4	-10	1	5	-2	2	0.5	-2	0	10
COc1ccc(S(=O)(=O)NC(C(=O)OCC(=O)Nc2ccc(N3CCOCC3)cc2)C(C)C)cc1 (stereo unspecified)	0	-10	9	16*	-7	-34	-2.2	34	1	6
Cc1ccc(-c2nnc(CN3CCN(C)CC3)o2)cc1	1	-6	3	-3	-8	10	0.3	-10	-2	-7
Cc1cccc(N2CCN(CC(=O)NCC3CCCCC3)CC2)c1C	/	-4	2	-1	-3	-20	0.8	20	-1	3
O=C(CSc1ncccn1)NC1CCCc2ccccc21 (stereo unspecified)	3	0	-1	0	0	/	-3.1	/	-5	-6
N=C1/C(=C/c2cccn2Cc2ccc(Cl)cc2)C(=O)N=C2SC=CN12	/	0	5	5	9	-9	-1.3	9	0	4
COc1cccc(NC(=O)c2ccc(CN3CCOCC3)cc2)c1	3	-12	-5	2	0	1	1.1	-1	-6	/
O=C1c2ccccc2C(=O)C1c1ccnc2ccccc12	43*	8	11	1	-3	/	0.6	14	0	-35
CCN(c1ccccc1)S(=O)(=O)c1ccc(OC)c(NC(=O)CCc2nc3ccccc3c(=O)[nH]2)c1	-4	-18	-11	-2	-12	10	0.0	-10	2	-9
COCCn1c(=O)[nH]c2cc(C(=O)NCCN3CCN(c4ccccc4F)CC3)ccc2c1=O	-4	-10	3	-3	-11	13	1.7	-13	-2	-8
Cc1cc(C)cc(OCC(O)Cn2nc(C)cc2C)c1 (stereo unspecified)	0	-8	2	-4	7	-17	-1.4	17	2	-4
Cc1nc(C(F)(F)F)c(C(=O)N/N=C(\N)c2ccccn2)s1	-6	-7	/	3	0	-7	1.1	7	2	-11
O=C(CSc1nn(-c2ccc(Cl)cc2)c(=S)s1)NCC1CCCO1 (stereo unspecified)	-2	-2	-2	2	-4	-42	0.3	42	3	7
COCCN=c1scc(-c2ccco2)n1/N=C/c1ccc(O)c(O)c1O	12	-8	?	5	-15	-66	4.5	66	-5	6
CC(C)(CNS(=O)(=O)c1cccs1)N1CCOCC1	3	-8	-15	-1	0	-3	-0.6	3	-1	-14

Reformatted with two lines to a compound: 2 of the compounds above.
Results follow in this order: Wnt act, PvdQ acylase, Rtt109 Vps75, HTR5A ag, dFosB act, SR-BI DiI-HDL act, CDK5 inh, SR-BI HDL uptake, RTF Ca sens act, MITF act
CCN(c1ccccc1)S(=O)(=O)c1ccc(OC)c(NC(=O)CCc2nc3ccccc3c(=O)[nH]2)c1
→ -4, -18, -11, -2, -12, 10, 0.0, -10, 2, -9
COCCn1c(=O)[nH]c2cc(C(=O)NCCN3CCN(c4ccccc4F)CC3)ccc2c1=O
→ -4, -10, 3, -3, -11, 13, 1.7, -13, -2, -8

Next part
SMILES	Wnt act	PvdQ acylase	Rtt109 Vps75	HTR5A ag	dFosB act	SR-BI DiI-HDL act	CDK5 inh	SR-BI HDL uptake	RTF Ca sens act	MITF act
CC(C)NC(=O)c1cnc(N2CCN(c3ccccn3)CC2)c2ccccc12	-2	5	7	4	-5	-51	0.1	51	-7	-4
CCC(C(=O)N1CCN(c2ncccn2)CC1)c1ccccc1 (stereo unspecified)	9	0	15	2	2	/	-0.1	/	-3	-3
CCOC(=O)NC(=O)C(=CNNc1ncc(C(F)(F)F)cc1Cl)C(=O)NC(=O)OCC	-3	-2	-49	1	4	-3	0.0	3	4	3
CCCN1CCC(=NNC(=O)c2ccc(Br)o2)CC1	2	-11	4	3	-10	12	-0.3	-12	-2	-4
C/C(=N\NC(=S)NC1CCCCC1)c1ccc(C)o1	1	-3	13	7	-8	-7	1.8	7	6	6
CC1=NN(c2ccccc2)C(=O)/C1=C\c1cc(C)n(C)c1C	23	-4	-3	1	-3	-11	-1.6	11	-1	/
COc1cccc(-n2c(SCC(=O)NCC3CCCO3)nc3c([nH]c4ccccc43)c2=O)c1 (stereo unspecified)	-2	-4	12	-5	-7	/	0.8	-5	2	-9
O=C1OC(CCl)CN1Cc1ccc([N+](=O)[O-])cc1 (stereo unspecified)	0	11	-10	4	-4	12	0.1	-12	3	-2
CC(OC(=O)c1cc2sccc2n1C)C(=O)NCc1ccc2c(c1)OCO2 (stereo unspecified)	/	-23	-2	2	15	8	-2.6	-8	4	-3
COc1cc(Cn2c(-c3ccc(O)c(OC)c3)nc3ccccc32)ccc1O	2	11	30	1	-18	/	3.0	/	0	1
CN1CCN(C(=O)c2cc3nc(-c4ccccc4)cc(C(F)(F)F)n3n2)CC1	/	-2	-7	-3	-13	-8	0.6	8	7	-9
Cn1c(SCC(=O)NCc2ccco2)nnc1-c1c[nH]c2ccccc12	-1	-5	0	-2	1	-3	1.4	3	-5	-13
CCCc1nc2ccccc2c2nc(N)nn12	/	6	8	1	-10	2	-1.4	-2	-8	3
CCCCC[C@H]1CN(Cc2ccc(OC)cc2)C(=O)[C@@H]1CC(=O)NCc1ccccc1	0	10	13	18	-2	17	0.5	-17	-1	-6
O=C1C2CC=CCC2C(=O)N1c1n[nH]c(CCc2ccccc2)n1 (stereo unspecified)	/	-13	-3	-1	-4	14	1.7	-14	-3	-4
NC(=O)C1CCCN(CCc2ccccc2)C1 (stereo unspecified)	-4	-7	/	1	2	27	0.0	-27	3	2
O=C(N/N=C/c1ccccn1)c1cc(-c2ccc(Cl)cc2)nc2ccccc12	7	-1	-1	-5	-8	-107	0.8	107*	-10	-82
COc1ccc(N(CC(=O)N2CCN(C)CC2)S(C)(=O)=O)cc1OC	4	-2	-5	2	-4	-2	0.2	2	0	/
CCc1nc2ccccc2n1CC(=O)N1CCN(S(=O)(=O)c2cccc(C(F)(F)F)c2)CC1	-8	-10	-7	/	-15	19	0.2	-19	4	/
CNC(=O)c1cc2cc(Br)ccc2s1	1	12	-6	-1	2	-6	-0.1	6	-2	-2
Cc1ccc2c(c1)N(CCC(=O)NC(C)C)C(=O)CO2	2	-9	9	5	1	7	-0.7	-7	8	/
Cn1cnnc1Sc1cc(N2CCN(S(=O)(=O)c3ccccc3)CC2)ccc1[N+](=O)[O-]	-13	-10	4	-6	-1	2	-0.7	-2	0	-6
CCN(CC)S(=O)(=O)C1CCS(=O)(=O)C1 (stereo unspecified)	-5	-10	-10	0	7	35	-0.2	-35	12	-6

Given with two lines to a compound: part of the list above.
Order of values – Wnt act, PvdQ acylase, Rtt109 Vps75, HTR5A ag, dFosB act, SR-BI DiI-HDL act, CDK5 inh, SR-BI HDL uptake, RTF Ca sens act, MITF act
- CCC(C(=O)N1CCN(c2ncccn2)CC1)c1ccccc1 (stereo unspecified)
→ 9, 0, 15, 2, 2, /, -0.1, /, -3, -3
- CCOC(=O)NC(=O)C(=CNNc1ncc(C(F)(F)F)cc1Cl)C(=O)NC(=O)OCC
→ -3, -2, -49, 1, 4, -3, 0.0, 3, 4, 3
- CCCN1CCC(=NNC(=O)c2ccc(Br)o2)CC1
→ 2, -11, 4, 3, -10, 12, -0.3, -12, -2, -4
- C/C(=N\NC(=S)NC1CCCCC1)c1ccc(C)o1
→ 1, -3, 13, 7, -8, -7, 1.8, 7, 6, 6
- CC1=NN(c2ccccc2)C(=O)/C1=C\c1cc(C)n(C)c1C
→ 23, -4, -3, 1, -3, -11, -1.6, 11, -1, /

Assay outcomes from PubChem BioAssay.
